14-3-3 PPI – modulators of human 14-3-3 gamma - Raf peptide interaction. P61981. FP, 14-3-3gamma / TMR-pS259-Raf peptide binding. inhibition, % at 40 µM. 160,000 tested, 0.19% active. AID 422; in the data active means inhibition above about 30%;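 further: 0% = protein plus tracer without compound and 100% = blank with tracer alone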
Target sequence (P61981 whole entry, looked up): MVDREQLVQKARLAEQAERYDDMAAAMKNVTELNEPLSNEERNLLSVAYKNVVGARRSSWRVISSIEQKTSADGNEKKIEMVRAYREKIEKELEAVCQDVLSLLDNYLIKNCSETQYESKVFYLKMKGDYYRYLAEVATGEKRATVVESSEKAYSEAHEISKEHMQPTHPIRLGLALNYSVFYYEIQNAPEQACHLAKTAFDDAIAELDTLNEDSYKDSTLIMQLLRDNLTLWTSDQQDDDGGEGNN
* marks the source's active call; other numbers are inactive results; & = joins results of further samples.

compound | 14-3-3 PPI
CCOc1ccccc1NC(=O)CCN1C(=O)c2ccccc2C1=O | -2
Cc1ccc(CC(C(=O)O)C(C)C(=O)O)cc1 (centres undefined) | 0
CCOC(=O)c1ccc2c(=O)n(Cc3ccccc3)c(SCc3cccc([N+](=O)[O-])c3)nc2c1 | 1
COc1ccc2oc(=O)c(C(=O)N3CCN(c4ccccc4C)CC3)cc2c1 | -3
CC1CCN(CCc2nc3cc(NS(=O)(=O)c4ccccc4)ccc3n2C)CC1 | -11
CC1=C(C(=O)OC2CCCCC2)C(c2cccs2)n2nnnc2N1 (centres undefined) | -2
Cc1ccc(C2CC(=O)C=C(NCCc3ccccc3)C2)cc1 (centres undefined) | -34
Cc1ccc(-n2c(=O)c3c(C)c(C)sc3n(CC(=O)NC3CCCCC3)c2=O)cc1C | -5
Cc1[nH]c2ccccc2c1C1(O)C(=O)N(Cc2ccc3c(c2)OCO3)c2ccccc21 (centres undefined) | -1&-6
O=C(CSc1nc2ccccc2s1)Nc1ccc2c(c1)C(=O)c1ccccc1C2=O | -13
CC(=O)Oc1cccc(C(=O)Nc2cc(C(=O)O)ccc2C)c1 | 0
CCOc1ccc(NC(=O)c2cccc(-n3cnnn3)c2)cc1 | -4
Cc1cc2ncn(S(=O)(=O)c3ccc(C(C)(C)C)cc3)c2cc1C | 5
Nc1c(C(=O)N2CCc3ccccc3C2)nnn1-c1cccc(C(F)(F)F)c1 | -6
CC(C)(C)C1CCc2c(sc3nc(SCC(=O)c4ccccc4)nc(N)c23)C1 (centres undefined) | -2
Cc1ccc(S(=O)(=O)N=C2C=C(Nc3ccc(C)cc3C)C(=O)c3ccccc32)cc1 | -20
COc1cc(NC(=O)c2cccc(Cl)c2)c(OC)cc1NC(=O)CN1CCOCC1 | -44
COc1ccc(-c2noc(CCC(=O)NC3CCCC3)n2)cc1 | -1
Cn1c(=O)[nH]c2c(nc(-c3ccccc3)n2C)c1=O | 4
C=CCNC(=O)C(=O)NCc1ccco1 | -1
Nc1nnc(-c2n[nH]c(=O)c3ccccc23)s1 | 2
CC1CCCN(S(=O)(=O)c2cccc3c(S(=O)(=O)N4CCCC(C)C4C)cccc23)C1C (centres undefined) | 2
COc1ccccc1NC(=O)C(Cc1ccc([N+](=O)[O-])cc1)N1C(=O)c2ccccc2C1=O (centres undefined) | -10
N#CCCCSC1=C(C#N)C(c2ccccc2Cl)CC(=O)N1 (centres undefined) | 2
Cc1onc(-c2ccccc2Cl)c1C(=O)Nc1nnc(-c2ccc(F)cc2)s1 | -5

New compounds follow
compound | 14-3-3 PPI
O=C(NCc1ccco1)c1ccc2c(=O)n(C3CCCCC3)c(SCc3ccccc3F)nc2c1 | -3
CCOc1ccc(C(=S)N2CCCCC2)cc1OC | 3
O=C(Nc1cccc(Cl)c1)c1ccc(F)c(S(=O)(=O)NCc2cccs2)c1 | -11
Cc1cc(=O)oc2cc(OCc3ccc(S(=O)(=O)N4CCOCC4)cc3)ccc12 | -1
CC(=O)N(C)C1(C(=O)NC2CCCCC2)CCCCC1 | -8
O=C(NCCN1CCCCCC1)c1ccc2c(c1)ncn2C1CCCC1 | -12
Cc1ccc(C(=O)Nc2c3c(nn2-c2ccccc2)CSC3)cc1 | 7
COc1ccc(S(=O)(=O)Nc2ccc([N+](=O)[O-])cc2)cc1OC | -2
Oc1c(CN2CCN(c3ccccn3)CC2)cc(Cl)c2cccnc12 | -5
COc1ccc(-n2c(=S)[nH]c3cc(C(=O)NCc4ccco4)ccc3c2=O)c(OC)c1 | 0
CN(c1nc(-c2ccccc2)cs1)C1CCS(=O)(=O)C1 (centres undefined) | 3
CC1=C(C(=O)OCc2ccccc2)C(c2cccc(Cl)c2)NC(=O)N1 (centres undefined) | 1
CC(C)c1ccc(-c2nn[nH]n2)cc1 | -4
COc1cc2c(cc1OC)C(COc1cc(C)cc(C)c1)N(C(=O)Cc1cccs1)CC2 (centres undefined) | -78
O=C(NCc1ccc2c(c1)OCO2)c1cc(S(=O)(=O)N2CCCCC2)ccc1F | -3&4
N#Cc1c(N=c2oc3ccccc3cc2C(N)=O)sc2c1CCCC2 | -37
Cn1c(=O)oc2cc(S(=O)(=O)N3CCC(C(=O)N4CC=C(c5ccccc5)CC4)CC3)ccc21 | 0
CN1C2C=C3C(C#N)=C(N)C(C#N)(C#N)[C@@H](c4ccc(Cl)cc4)[C@@H]3C1CC2 (some centres undefined) | -15
COc1ccc(C)cc1S(=O)(=O)N1CCN(Cc2ccccc2)CC1 | -1
O=C(O)CN=C(NS(=O)(=O)c1ccccc1)c1ccccc1 | 2
COc1ccc(-n2c(=S)[nH]c3cc(C(=O)Nc4cccnc4)ccc3c2=O)c(OC)c1 | -3
Cc1nc2ccccc2n1S(=O)(=O)c1ccc2c(c1)C(=O)c1ccccc1C2=O | -7
Cc1cccc(-c2nc3ccc(Cl)cc3c(=O)o2)c1 | 2
COc1nc(-c2ccccc2)ccc1-c1noc(-c2cccs2)n1 | -39
COC(=O)[C@@H](NC(=O)NCc1ccccc1Cl)C(C)C | -7

The results go on.
compound | 14-3-3 PPI
CCn1cnc2cc(NCc3ccc(Br)cc3)ccc21 | 3
CCN(C(=O)c1cc2cc3ccc(C)cc3nc2s1)c1ccc(F)cc1 | -12
Cn1c(=O)c2cc(S(=O)(=O)NCCC(=O)NCCc3ccc(Cl)cc3)ccc2n(C)c1=O | 0
COc1ccc(CCn2c(NCCCN3CCOCC3)nc3c2c(=O)[nH]c(=O)n3C)cc1 | 0
COc1ccc(OC)c(C(C)NC(=O)c2ccco2)c1 (centres undefined) | 0
CCCNC(=O)Cn1cnc2sc(C(=O)Nc3ccc(CC)cc3)c(C)c2c1=O | -2
O=C(c1cc(Cl)cc(Cl)c1)N1CCOCC1 | 0
COC(=O)C(C)NC(=O)C12CC3CC(CC(C3)C1)C2 (centres undefined) | -2&0
Cn1c(=O)n(C)c2cc(CO)ccc21 | 10
COCCCNC(=O)COc1ccc(S(=O)(=O)Nc2ccccc2)cc1 | -6
Cc1ccc(NC(=O)c2ccc3c(=O)n(Cc4ccco4)c(=S)[nH]c3c2)cc1Cl | -27
O=C(O)C1CSC(c2cccc(F)c2)N1 (centres undefined) | 3
COc1cccc(C(=O)Nc2ccc(NC(=O)c3ccco3)c(Cl)c2)c1 | -8
COc1ccc(C2NC(=O)c3c(sc4c3CCN(C)C4)N2)c(O)c1 (centres undefined) | -32
CC1=NN(C(=O)c2ccccc2F)C(O)(c2ccc(Cl)cc2)C1 (centres undefined) | 2
CCCCC(=O)NC(Nc1cc(C)ccn1)(C(=O)OCC)C(F)(F)F (centres undefined) | -5
COc1ccc(CCNc2oc(COc3ccc(Cl)cc3)nc2C#N)cc1 | 3
O=C(CSc1nnc(-c2cccnc2)n1C1CCCCC1)NC1CCCCC1 | -3
O=C(NCC1CCCO1)C1CCN(C(=O)c2ccc(Br)cc2)CC1 (centres undefined) | 6
CC1=C(C(=O)OCCc2ccccc2)C(c2coc3ccc(C)cc3c2=O)C2=C(CC(C)(C)CC2=O)N1 (centres undefined) | -3
CCOC(=O)C1CCN(CC(=O)N2C(C)CCCC2C)CC1 (centres undefined) | 0
CCOC(=O)CSc1nc(C)cc(C)c1C(N)=O | -7
COC(=O)CCN(C(=O)c1ccc(Cl)c([N+](=O)[O-])c1)c1ccccn1 | -3
Cc1ccc(N(C(=O)Cn2nnc3ccccc32)C(C(=O)NC2CCCCC2)c2cn(C)nc2C)cc1 (centres undefined) | 0
CCC(Sc1nnnn1-c1ccccc1)C(=O)N1c2ccccc2Sc2ccccc21 (centres undefined) | -20

Ordered by value in 14-3-3 PPI (falling): 4 from the list above
compound | 14-3-3 PPI
O=C(NCC1CCCO1)C1CCN(C(=O)c2ccc(Br)cc2)CC1 (centres undefined) | 6
COc1ccc(CCn2c(NCCCN3CCOCC3)nc3c2c(=O)[nH]c(=O)n3C)cc1 | 0
CCOC(=O)CSc1nc(C)cc(C)c1C(N)=O | -7
Cc1ccc(NC(=O)c2ccc3c(=O)n(Cc4ccco4)c(=S)[nH]c3c2)cc1Cl | -27

Going on with the list.
compound | 14-3-3 PPI
CSc1c(C#N)c(N)c(C#N)c2c1COC(C)(C)C2 | 2
CCCN1C2CCCC1CC(NC(=O)c1cc(OC)c(OC)c(OC)c1)C2 (centres undefined) | 1
COc1ccc(C(=O)CC(=O)C(=O)Nc2ccccc2)cc1 | -6
CCOC(=O)C1CCN(C(=O)CCn2c(=O)[nH]c3cc(OC)c(OC)cc3c2=O)CC1 | -2
CN(Cc1ccccc1)C(=O)CCN1C(=O)C2C3C=CC(C3)C2C1=O (centres undefined) | 3
Cc1cc(C(F)(F)F)n2nc(C(=O)O)c(Cl)c2n1 | 6
O=C(c1cc([N+](=O)[O-])ccc1Cl)N1CCc2ccccc2C1 | 6
COc1ccc(Cl)cc1NC(=O)c1cc(S(=O)(=O)N2CCC(C)CC2)ccc1F | -26
COc1cc(NC(=O)CN(c2cc(C)cc(C)c2)S(=O)(=O)c2c(C)noc2C)cc(OC)c1 | -1
Cc1ccccc1Nc1nc(-c2c(C)nc3sccn23)cs1 | 3
COc1ccc(C2Nc3ccccc3C(=O)N2c2cccc3ccccc23)cc1 (centres undefined) | -5
CCCCS(=O)(=O)NC1=NCN(c2ccc(Cl)cc2)CN1 | 4
COc1ccc(NC(=O)C2CCN(C(=O)NC3CCCCC3)CC2)c(OC)c1 | -14
O=C(OCCN1C(=O)c2cccc3c(N4CCCCC4)ccc(c23)C1=O)c1ccccc1 | -14
CC1(C)OC(=O)N(CCCCCC(=O)O)C1(C)O (centres undefined) | -5
CCCCN(C)C(=O)c1cc2cc3cc(OC)ccc3nc2s1 | 6
Cc1cccn2c(=O)c3cc(C(=O)NC(C)C)c(=N)n(Cc4ccncc4)c3nc12 | -4
Cc1cc(=O)[nH]c(SCC(=O)Nc2ccc(Br)cn2)n1 | 3
CCOC(=O)CN1CC23C=CC(O2)C(C(=O)Nc2ccc(C(C)=O)cc2)C3C1=O (centres undefined) | 3
Cc1ccccc1NS(=O)(=O)c1cc(C(=O)NCc2ccco2)ccc1C | 5
CCC(=O)N1CCc2cc(Br)cc(S(=O)(=O)N3CCc4ccccc43)c21 | -1
O=C(O)c1cc(=O)c2ccccc2[nH]1 | -4
FC(F)(F)c1cc(-c2cccs2)nc2c(-c3ccc(Cl)cc3)cnn12 | -10
COc1cc(C2C3=C(CCCC3=O)N(CC(=O)O)C3=C2C(=O)CCC3)ccc1OCc1ccc(Cl)cc1 | -46
CC(C)C(NC(=O)OCc1ccccc1)C(=O)OCC(=O)NCc1ccco1 (centres undefined) | -9

Ordered by number of heavy atoms (rising): some entries from above
compound | 14-3-3 PPI
CC(C)c1ccc(-c2nn[nH]n2)cc1 | -4
O=C(O)C1CSC(c2cccc(F)c2)N1 (centres undefined) | 3
O=C(c1cc(Cl)cc(Cl)c1)N1CCOCC1 | 0
Cc1ccc(CC(C(=O)O)C(C)C(=O)O)cc1 (centres undefined) | 0
Cc1cc(C(F)(F)F)n2nc(C(=O)O)c(Cl)c2n1 | 6
Cn1c(=O)[nH]c2c(nc(-c3ccccc3)n2C)c1=O | 4
COc1ccc(OC)c(C(C)NC(=O)c2ccco2)c1 (centres undefined) | 0
CCCCS(=O)(=O)NC1=NCN(c2ccc(Cl)cc2)CN1 | 4
Cc1ccccc1Nc1nc(-c2c(C)nc3sccn23)cs1 | 3
CC1=NN(C(=O)c2ccccc2F)C(O)(c2ccc(Cl)cc2)C1 (centres undefined) | 2
COc1nc(-c2ccccc2)ccc1-c1noc(-c2cccs2)n1 | -39
COC(=O)CCN(C(=O)c1ccc(Cl)c([N+](=O)[O-])c1)c1ccccn1 | -3
CCC(=O)N1CCc2cc(Br)cc(S(=O)(=O)N3CCc4ccccc43)c21 | -1
O=C(Nc1cccc(Cl)c1)c1ccc(F)c(S(=O)(=O)NCc2cccs2)c1 | -11
Nc1c(C(=O)N2CCc3ccccc3C2)nnn1-c1cccc(C(F)(F)F)c1 | -6
COc1ccc(Cl)cc1NC(=O)c1cc(S(=O)(=O)N2CCC(C)CC2)ccc1F | -26
O=C(CSc1nc2ccccc2s1)Nc1ccc2c(c1)C(=O)c1ccccc1C2=O | -13
Cc1ccc(-n2c(=O)c3c(C)c(C)sc3n(CC(=O)NC3CCCCC3)c2=O)cc1C | -5
COc1ccc(CCn2c(NCCCN3CCOCC3)nc3c2c(=O)[nH]c(=O)n3C)cc1 | 0
COc1cc(NC(=O)CN(c2cc(C)cc(C)c2)S(=O)(=O)c2c(C)noc2C)cc(OC)c1 | -1
CCOC(=O)c1ccc2c(=O)n(Cc3ccccc3)c(SCc3cccc([N+](=O)[O-])c3)nc2c1 | 1
O=C(NCc1ccco1)c1ccc2c(=O)n(C3CCCCC3)c(SCc3ccccc3F)nc2c1 | -3
Cc1ccc(N(C(=O)Cn2nnc3ccccc32)C(C(=O)NC2CCCCC2)c2cn(C)nc2C)cc1 (centres undefined) | 0

Following part
compound | 14-3-3 PPI
c1ccc(-c2nc(NCc3cccnc3)c3oc4ccccc4c3n2)cc1 | -10
CC(=O)Nc1cc(C(=O)N(C)C2CCCCC2)ccc1Sc1ccc(C)cc1 | -4
CC(=O)NC(=Nc1nc(C)c2cc(C)cc(C)c2n1)NC(C)=O | -5
CC1=C(C(=O)OC2CCCCCC2)C(c2ccc([N+](=O)[O-])cc2)NC(=O)N1C (centres undefined) | 4

Some of the compounds tested; rates above refer to the full screens.
